# BAZ2B inh = qHTS Assay for Inhibitors of BAZ2B; Bromodomain adjacent to zinc finger domain protein 2B (Homo sapiens), Q9UIF8; AID 504333, 2011; AlphaScreen BAZ2B-H3K14Ac peptide displacement; 360,000 tested, 4.4% active; Potency, µM (series often up to 114 µM), without a hit: at the highest dose activity change, negative = inhibition, hits mostly inhibitors; also: potency is read from the fitted curve at half-maximal effect; % is scaled to controls: 0 for no effect and ±100 for the full control effect; nearly all actives have a fitted effect of over 60% in size
#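 Inhibition is scored as reduced AlphaScreen emission. The BAZ2B/b-H3(5-23)K14Ac complex (50 nM each) in PBS pH 7.4, 0.01% Tween-20 meets compound (up to 110 uM) for 30 min at RT before bead addition.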
# Tb PGK inh = qHTS Assay to Find Inhibitors of Phosphoglycerate Kinase; Phosphoglycerate kinase, glycosomal (Trypanosoma brucei brucei), P07378; Potency, µM (titrated, usually from 57.5 µM), inactives show at the top dose activity change, negative = inhibition, hits mostly inhibitors; PGK/GAPDH coupled, Kinase-Glo luminescence, 60 min; 380,000 tested, 0.043% active; also: potency is read from the fitted curve at half-maximal effect; % is scaled to controls: 0 for no effect and ±100 for the full control effect; nearly all actives have a fitted effect of over 60% in size
#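 Luminescent ATP detection (Kinase-Glo Plus) follows a 60-minute room-temperature incubation, with wells lacking PGK as controls. Buffer: 100 mM TEA (pH 7.6), 5 mM MgCl2, 0.01% Tween-20. Coupling enzyme GAPDH (100 nM final) supplies unstable 1,3-BPG in-well.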
# JMJD2A Tudor = qHTS Assay for Inhibitors of JMJD2A-Tudor Domain. AlphaScreen JMJD2A-Tudor / H3K4me3 peptide binding. Lysine-specific demethylase 4A (Homo sapiens), O75164. 390,000 tested, 4.4% active. Potency, µM (doses to about 114 µM), for the others: at the top dose activity change, negative = inhibition, hits mostly inhibitors; also: potency is read from the fitted curve at half-maximal effect; % is scaled to controls: 0 for no effect and ±100 for the full control effect; nearly all actives have a fitted effect of over 50% in size
# Target sequence (O75164 whole entry, looked up, the tested form may be a part): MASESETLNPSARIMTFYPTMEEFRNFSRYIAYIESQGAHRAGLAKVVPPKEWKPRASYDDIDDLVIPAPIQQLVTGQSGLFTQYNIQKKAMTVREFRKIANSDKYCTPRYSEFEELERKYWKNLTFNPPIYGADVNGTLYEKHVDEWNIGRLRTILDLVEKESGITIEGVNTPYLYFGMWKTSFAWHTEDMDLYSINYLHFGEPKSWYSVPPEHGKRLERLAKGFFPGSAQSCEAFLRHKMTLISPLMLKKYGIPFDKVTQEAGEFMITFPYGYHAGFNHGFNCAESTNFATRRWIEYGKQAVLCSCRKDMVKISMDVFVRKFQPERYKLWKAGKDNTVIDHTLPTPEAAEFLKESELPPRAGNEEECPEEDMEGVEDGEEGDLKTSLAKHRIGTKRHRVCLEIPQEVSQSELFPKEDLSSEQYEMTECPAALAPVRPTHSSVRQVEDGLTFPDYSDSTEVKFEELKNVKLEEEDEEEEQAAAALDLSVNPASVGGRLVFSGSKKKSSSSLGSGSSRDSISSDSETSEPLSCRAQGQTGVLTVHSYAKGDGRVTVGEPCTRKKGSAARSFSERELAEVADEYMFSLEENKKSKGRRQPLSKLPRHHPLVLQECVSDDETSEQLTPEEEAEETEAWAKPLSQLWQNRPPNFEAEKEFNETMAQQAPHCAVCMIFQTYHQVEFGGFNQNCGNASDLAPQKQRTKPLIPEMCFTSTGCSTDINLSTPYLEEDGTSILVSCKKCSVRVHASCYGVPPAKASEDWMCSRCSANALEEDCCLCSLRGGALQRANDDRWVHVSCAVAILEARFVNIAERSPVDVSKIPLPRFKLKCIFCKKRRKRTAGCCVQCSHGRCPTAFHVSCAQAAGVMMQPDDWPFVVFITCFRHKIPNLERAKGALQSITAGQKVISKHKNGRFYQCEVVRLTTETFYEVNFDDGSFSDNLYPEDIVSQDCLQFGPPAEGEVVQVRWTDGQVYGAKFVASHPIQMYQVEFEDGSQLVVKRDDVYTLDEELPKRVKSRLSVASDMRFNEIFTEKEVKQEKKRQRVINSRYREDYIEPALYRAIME
# PI4K2A block = qHTS for small molecular inhibitors of PI4K2A | 420,000 tested, 0.13% active | purified PI4K2A, ADP-Glo luminescence, 1 h; hits give low values | activity change, negative = inhibition, % at 76.9 µM | AID 1346378, 2018; in the data active = activity change below about -50%; inconclusive = mostly about -30% to -49%;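 also: -100% = wells without enzyme as full effect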
#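 PI4K2A activity was measured by ADP-Glo luminescence: enzyme (4 ug/mL stock) and phosphatidylinositol (1.2 mM stock) in Tris pH 7.5/MgCl2/EGTA/Triton X-100 buffer were reacted with ATP (300 microM stock) for one hour at ambient temperature.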
# HP1b binding inh = HTS for Inhibitors of HP1-beta Chromodomain Interactions with Methylated Histone Tails; Chromobox protein homolog 1 (Homo sapiens), P83916; AlphaScreen HP1-beta / biotin-H3K9me3 peptide binding; Potency, µM (titrated, usually from 114 µM), inactives show at the highest dose activity change, negative = inhibition, usual class: inhibitors; 390,000 tested, 0.56% active; AID 540317, 2011; also: potency is read from the fitted curve at half-maximal effect; nearly all actives have a fitted effect of over 70% in size; inactives centre near 23
#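 HP1-beta protein (50 nM final) preincubated 30 min at room temperature with biotinylated H3(1-18)K9me3 peptide (50 nM) in PBS pH 7.4, 0.01% Tween-20, then compound added for 30 min. AlphaScreen streptavidin donor/nickel chelate acceptor beads (10 ug/mL final), 30 min dark, luminescence read.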
# G9a block = qHTS Assay for Inhibitors of Histone Lysine Methyltransferase G9a. Histone-lysine N-methyltransferase EHMT2 (Homo sapiens), Q96KQ7. G9a H3K9 monomethylation, AlphaScreen, 2 h. Potency, µM (titrated, usually from 102 µM), for the others: at the top dose activity, negative = inhibition, most hits filed as inhibitors. 350,000 tested, 8.8% active. AID 504332, 2011; also: potency is read from the fitted curve at half-maximal effect; % is scaled to controls: 0 for no effect and ±100 for the full control effect; nearly all actives have a fitted effect of over 75% in size
#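 Step 1: enzyme (final 20 nM) with compound, 15 min RT. Step 2: substrate peptide 500 nM and SAM 20 uM, 2 h RT. Step 3: anti-H3K9me1 antibody and AlphaScreen beads, 10 min, then plate read.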
# Pol eta inh = qHTS for Inhibitors of Polymerase Eta; DNA polymerase eta (Homo sapiens), Q9Y253; recombinant Pol eta, fluorescent DNA replication assay; Potency, µM (top dose mostly 114 µM), inactives show at the highest dose activity change, negative = inhibition, usual class: inhibitors; 390,000 tested, 1.2% active; AID 588591, 2011; also: potency is read from the fitted curve at half-maximal effect; % is scaled to controls: 0 for no effect and ±100 for the full control effect
#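 Pol eta at 10 nM preincubated with compounds 15 min at room temperature; reaction started with fluorescent substrate (50 nM final) and read kinetically at 0 and 10 min.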
# GLS inh = qHTS for Inhibitors of Glutaminase (GLS); Glutaminase kidney isoform, mitochondrial (Homo sapiens), O94925; GLS enzymatic activity, qHTS titration; Potency, µM (top dose mostly 45.5 µM), inactives show top-dose activity change, negative = inhibition, hits mostly inhibitors; 410,000 tested, 0.21% active; also: potency is read from the fitted curve at half-maximal effect; % is scaled to controls: 0 for no effect and ±100 for the full control effect
#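 Two-point fluorescence kinetic (t0, 30 min RT) for hKGA; glutamate detected via glutamate oxidase–HRP–Amplex Red. Substrate: 1 mM L-glutamine solution; buffer 45 mM KH2PO4, pH 8.2.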
# Pin1 inhibitor = qHTS Assay to Find Inhibitors of Pin1. Pin1 FP peptide displacement, HiFluor488, 10 min. AID 504891, 2011. Peptidyl-prolyl cis-trans isomerase NIMA-interacting 1 (Homo sapiens), Q13526. Potency, µM (top dose mostly 115 µM), for the others: at the highest dose activity, negative = inhibition, usual class: inhibitors. 390,000 tested, 0.009% active; active = well fitted inhibition curve with a large enough effect in the polarisation, with a control signal flat, not every such curve was filed as active; inconclusive = small, poorly fitted or top-dose-only effect, or effect the other way, or a change in a side signal; inactive = no such curve, though single readings can be large or run the other way; the % refers to the polarisation; also: potency is read from the fitted curve at half-maximal effect; % is scaled to controls: 0 for no effect and ±100 for the full control effect
# * = called active by the depositor; i = inactive; ? = inconclusive; nt = no result given; & = joins results of further samples; [ ] = remark or other dose. Unless noted, calls follow the shape of the dose curve; as a rule, active = well fitted curve in the direction sought with a large enough effect; inconclusive = small, poorly fitted or top-dose-only effect, or another doubt; inactive = no such curve, though single readings can be large; an effect the other way counts as inactive or inconclusive. These rows are one share of the data. The share of hits here may be higher or lower than overall.
SMILES,BAZ2B inh,Tb PGK inh,JMJD2A Tudor,PI4K2A block,HP1b binding inh,G9a block,Pol eta inh,GLS inh,Pin1 inhibitor
CCOc1ccc(C2CC(c3c(O)n(C4CCCCC4)c(=O)[nH]c3=O)=Nc3ccccc3S2)cc1 (centres undefined),?,nt,-27%,6,-2%,-10%[59 µM],nt,-5%,7%
CCCN(C(=O)CCc1nc(-c2ccc(OC)cc2)no1)c1ccccc1F,47%[activator],-7%,53%[activator],-3,91%[activator],29%[59 µM],?,-5%,7%
COc1ccc(C2=CSC3=NCCN23)cc1F,-10%,0%,-12%,2,6%,28µM*,-9%,23%,-4%
COCCCn1c(Cc2csc(Nc3ccc(F)cc3)n2)nnc1SCC(N)=O,?,-4%,?,1,31%,?,-3%,23%,-6%
COc1cc(CC(=O)OCC(=O)N2CC(C)CC(C)C2)cc(OC)c1OC (centres undefined),36%[activator],7%,-4%,-9,7%,12%,-6%,5%,3%
CC12CCC(C(=O)NC(c3ccccc3)c3ccccc3)(OC1=O)C2(C)C (centres undefined),2%,i,-13%,5,32%,9%,-12%,-15%,-1%
Cc1ccc(C(=O)NCCc2ccc(F)cc2)s1,-9%,-6%,4%,1,15%,-30%,-5%,-3%,2%
CCc1nnc(NC(=O)c2ccc(N(C)S(=O)(=O)c3ccccc3)cc2)s1,-2%,-11%,-11%,-3,4%,9%[59 µM],-8%,-2%,-7%
Cc1cccc(C)c1NC(=O)CN1CCN(C(=O)CN2C(=O)NC3(CCCCC3C)C2=O)CC1 (centres undefined),-6%,1%,-12%,-6,24%,7%[0.501 µM],7%,1%,-2%
CCC(CO)Oc1cc(NCc2cccc(Cl)c2)c2ncn(C(C)C)c2c1 (centres undefined),nt,4%,25µM*,-17,?,nt,-7%,22%,6%
CC(C)C(=O)Nc1ncc(Cc2cccc(Cl)c2)s1,-18%,5%,-3%,-1,32%,17%,-21%,-4%,6%
CCOc1cc(N2CCOCC2)c(OCC)cc1NC(=O)COC(=O)c1c(C)noc1C,nt,-8%,nt,-7,nt,nt,-10%,17%,nt
CCCCn1c(N)c(N(CC(C)C)C(=O)c2ccc(OCC3CCCO3)cc2)c(=O)[nH]c1=O (centres undefined),-6%,-6%,-17%,-10,-1%,-45%,-11%,10%,7%
O=C1c2ccccc2C(=O)N1CN(C(=O)COc1ccc(Cl)cc1Cl)c1cccc(F)c1,-4%,-5%,4%,-1,34%,5%[59 µM],-10%,-5%,5%
Cc1c(C(=O)N2CCC(C)CC2)oc2ccc3c(c12)C(O)CC1(CCCCC1)O3 (centres undefined),-23%,-12%,-25%,3,32%,-4%,-7%,-6%,3%
COCCCn1c(=O)c2sccc2n(Cc2ccc(C)cc2)c1=O,11%,-5%,-14%,-2,24%,nt,-12%,-6%,-6%
Cc1csc2nc(=O)c3ccccc3n12,-3%,-8%,0%,1,22%,-4%[59 µM],-4%,10%,2%
CC1CCN(C(C)C(=O)Nc2cc(S(=O)(=O)N3CCCCC3)ccc2Cl)CC1 (centres undefined),7%,-2%,-9%,0,50%[activator],-15%[59 µM],-19%,1%,3%
O=C1CC[C@H](O)CCN1CCSc1ccc(Br)cc1,-15%,-8%,-6%,1,52%[activator],-1%[2.33 µM],-4%,-3%,3%
O=S(=O)(Nc1cccc(-c2ccc(N3CCCC3)nn2)c1)c1cc(F)ccc1F,-6%,6%,-6%,-1,8%[57 µM],-2%[59 µM],-7%,-4%,4%
CCOc1ccccc1NC1c2ccccc2C(=O)N1Cc1ccco1 (centres undefined),?,-2%,?,-4,-8%,45µM*,-16%,19%,0%
O=C(Nc1ccccc1)c1nc[nH]c1C(=O)N1CCN(c2ccccc2)CC1,-5%,i,-2%,-7,38%,6%[0.501 µM],0%,17%,?
COC(=O)c1cc(S(=O)(=O)Nc2nn(C)c3ccccc23)oc1C,3%,-2%,1%,2,24%,nt,-16%,-7%,-3%
Cn1cc(-c2cc(C(=O)O)on2)cn1,-22%,-2%,-5%,2,7%[57 µM],?,-1%,-16%,-6%
CCOC(=O)c1ccc(NC(=O)CC2C(=O)N(c3cccc(OC)c3)C(=O)N2Cc2ccc(OC)cc2)cc1 (centres undefined),-15%,i,-17%,3,26%,-3%[59 µM],-24%,-9%,9%
Cc1cc(C)cc(N(C(C)C(=O)N2CCOCC2)S(C)(=O)=O)c1 (centres undefined),-3%,1%,-10%,-5,34%[activator],14%,5%,-6%,3%
CCN(CC)S(=O)(=O)c1ccc(C(=O)NC(=S)N(CCO)Cc2ccccc2)cc1,-13%,-10%,-23%,3,4%,16%[2.33 µM],-5%,13%,-2%
O=C(CSc1cccc[n+]1[O-])Nc1ccccc1Oc1ccccc1,-21%,-2%,50µM*,-5,?,2µM*,-8%,0%,-5%
Cc1ccc(SCCC(=O)OC(C(=O)NC(N)=O)C(C)C)cc1 (centres undefined),2%,i,11µM*,1,-13%,?,-7%,-25%,2%
CCC(C(=O)Nc1cnccn1)c1ccccc1 (centres undefined),12%,-11%,-1%,-6,21%,-31%[12.7 µM],-6%,-2%,-1%
COc1ccc(C(=O)CN2C(=O)c3ccccc3C2=O)c(OC)c1C,7%,-4%,-1%,-1,6%,4%[12.7 µM],-15%,11%,0%
CC(=O)Nc1ccc(NC(=O)Nc2cccc(Cl)c2)cc1,5%,-2%,-9%,2,16%,0%,-4%,-9%,1%
O=c1oc2ccccc2c(N2CCOCC2)c1[N+](=O)[O-],-27%,7%,-13%,2,45%[activator],?,-2%,9%,6%
COc1ccc(-c2csc(Nc3cccc(C)n3)n2)cc1OC,nt,0%,nt,-5,nt,nt,-14%,1%,nt
Nc1c(-c2cccc(Cl)c2)cnn1-c1cccc(C(F)(F)F)c1,7%,-6%,0%,2,65%,64%[activator],-16%,-3%,1%
COc1ccc(N(C(=O)c2snc(C(N)=O)c2N)C(C(=O)NC2CCCC2)c2ccc(C)o2)c(OC)c1 (centres undefined),-12%,-7%,-32%,1,-19%,3%[59 µM],-18%,-10%,0%
COc1ccc(-c2ccc(C(C)=O)cc2)cc1[C@H]1[C@H]2C=CC[C@@H](C)[C@@H]2C(=O)N1Cc1ccccc1,-22%,8%,-29%,-4,12%,-23%[59 µM],-7%,0%,?
CN(c1ccccc1)S(=O)(=O)c1cc(C(=O)c2nccn2C)ccc1Cl,-24%,-7%,-20%,-2,6%,0%,-5%,0%,-2%
CC(=O)Nc1cccc(NC(=O)c2c(-c3ccccc3)noc2C)c1,-9%,-5%,-16%,-24,35%,10%[12.7 µM],1%,0%,3%
COc1ccc(Cc2nnc(NC(=O)C3CCN(C(=O)c4ccco4)CC3)s2)cc1,-3%,-7%,-17%,-18,-14%,79µM*,-17%,6%,-3%
Cc1ccc(Cl)cc1NC(=O)CSc1nc2ccccc2c2nc(-c3ccccc3)nn12,2%,3%,-8%,-2,44%[activator],10%[59 µM],-13%,3%,-4%
Cn1nc(C(=O)Nc2ccc(S(=O)(=O)N3CCOCC3)cc2)c2ccccc2c1=O,-32%,-4%,2%,3,50%[activator],15%[12.7 µM],-18%,-6%,-1%
CCOc1ccc(C(C)=O)cc1CSC(=N)N,-10%,-4%,-6%,-8,21%,5%,-6%,0%,-3%
COc1ccccc1NC(=O)c1ccc(-n2ccnc2)c([N+](=O)[O-])c1,2%,i,-17%,0,26%,-1%[2.33 µM],-19%,?,-6%
O=C(Nc1ccccc1-c1ccccc1)c1cc(C(F)(F)F)cc(C(F)(F)F)c1,0%,i,-3%,5,40%,21%[59 µM],-18%,-13%,-7%
CN(C)c1ccc(C(C(=O)NCc2ccccc2)N(Cc2cccnc2)C(=O)c2snc(C(N)=O)c2N)cc1 (centres undefined),?,-4%,?,-4,5%,50µM*,-8%,0%,0%
COc1ccc(S(=O)(=O)N2CCOCC2)cc1NC(=O)CN1CCCC1,-11%,-7%,-9%,3,27%,-14%,-18%,-1%,0%
CCn1cc(C(=O)NCCCN2CCCC(C)C2)c(=O)c2cc(S(=O)(=O)N(C)C3CCCCC3)ccc21 (centres undefined),-13%,7%&6%,-20%&-17%,3&-1,4%[57 µM],-9%,-6%&-30%,3%&-3%,3%&1%
CCOc1ccc(-c2nc(Cn3ccn4nc(-c5ccc(OCC)c(Cl)c5)cc4c3=O)c(C)o2)cc1,1%,-2%,-13%,3,31%[activator],12%[59 µM],-10%,-3%,6%

# Bioassay records: PubChem, National Center for Advancing Translational Sciences (NCATS)
